# APEX1 inh – blocks human APE1 abasic DNA cleavage. P27695. recombinant APE1, TAMRA/BHQ-2 abasic DNA cleavage fluorescence. Potency, µM (titrated, usually from 65.8 µM), inactives show top-dose activity change, negative = inhibition, usual class: inhibitors. actives 0.35% (n = 350,000). AID 2517;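 also: potency is read from the fitted curve at half-maximal effect; plate controls were vehicle for no effect and reference inhibitor for full effect; nearly all actives have a fitted effect of over 55% in size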
# Target sequence (P27695 whole entry, looked up): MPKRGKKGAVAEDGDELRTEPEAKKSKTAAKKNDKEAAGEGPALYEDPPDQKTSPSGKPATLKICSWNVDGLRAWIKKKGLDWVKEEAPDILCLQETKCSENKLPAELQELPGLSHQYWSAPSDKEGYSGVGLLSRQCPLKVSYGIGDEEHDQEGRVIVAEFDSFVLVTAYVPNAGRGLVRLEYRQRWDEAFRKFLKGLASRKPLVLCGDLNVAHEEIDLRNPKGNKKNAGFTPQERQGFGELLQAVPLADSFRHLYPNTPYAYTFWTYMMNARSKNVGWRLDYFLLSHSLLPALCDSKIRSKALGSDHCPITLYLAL
#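 0.75 nM APE1 + cpd, 15 min RT; start w/ 50 nM TAMRA/BHQ-2 THF-abasic dsDNA; kinetic fluor 525/598 nm ×3 reads @60 s; Δ(read3−read1); normalized to DMSO and NSC13755 control wells.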
# LDHA inh – blocks human lactate dehydrogenase A; actives 0.15% (n = 480,000); purified LDHA, NADH/diaphorase-resazurin fluorescence; active compounds read low; activity change, % (values are at about 110 or 230 µM); in the data active = activity change below about -30%; inconclusive = mostly about -25% to -30%;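 also: plate controls were DMSO wells for no effect and wells without enzyme for full effect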
#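 Resorufin fluorescence (ex540/em590), read at 0 and 20 min after diaphorase/resazurin addition, reports the NADH left after a 5 min room-temperature reaction of 2 nM human LDH5 with 0.06 mM NADH and 0.2 mM pyruvate.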
# RGS4 inh – inhibitors of human regulator of G protein signaling 4. Transcreener GDP fluorescence polarization, RGS4-accelerated GTP hydrolysis. P49798. Potency, µM (titrated, usually from 114 µM), for the others: at the highest dose activity change, negative = inhibition, most hits filed as inhibitors. AID 504845. actives 0.039% (n = 390,000); also: potency is read from the fitted curve at half-maximal effect; % is scaled to controls: 0 for no effect and ±100 for the full control effect; nearly all actives have a fitted effect of over 75% in size; some results filed as inactive show a strong effect at the top dose
# Target sequence (P49798 whole entry, looked up): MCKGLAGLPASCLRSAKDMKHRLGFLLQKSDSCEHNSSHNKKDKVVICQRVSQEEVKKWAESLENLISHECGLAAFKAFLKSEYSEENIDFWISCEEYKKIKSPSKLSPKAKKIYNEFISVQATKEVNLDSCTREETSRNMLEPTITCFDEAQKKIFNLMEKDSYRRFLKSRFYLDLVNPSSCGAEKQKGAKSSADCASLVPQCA
#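 MLSMR compounds (23 nl, pin-transferred) preincubated 10 min at room temperature with a 500nM (2x) first reagent, then RGS4 at 900nM (2x) plus Transcreener GDP mix added; fluorescence polarization (620/688 nm) read before and after 90 min at 30 °C.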
# 12-LOX inh – ALOX12 (human) lipoxygenase inhibition; P18054; purified 12hLO, xylenol orange hydroperoxide absorbance; actives 1.1% (n = 580,000); AID 1671190; Potency, µM (series often up to 108 µM), for inactives: top-dose activity change, negative = inhibition, usual class: inhibitors; also: potency is read from the fitted curve at half-maximal effect; % is scaled to controls: 0 for no effect and ±100 for the full control effect
#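 Purified human 12hLO at 150 nM in 25 mM Hepes, 0.01% Triton X-100, pH 7.0, preincubated 15 min at room temperature with compound. Reaction started with 40 uM arachidonic acid, 30 min at room temperature. Hydroperoxide measured by Fe-xylenol orange, 573/405 nm absorbance ratio.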
# Apoferritin bind – candidate novel general anesthetic via apoferritin binding; apoferritin/1-aminoanthracene competitive binding, fluorescence; Potency, µM (top dose mostly 77.5 µM), for inactives: at the highest dose activity change, negative = displacement, most hits filed as inhibitors; actives 0.074% (n = 350,000); AID 485281; also: potency is read from the fitted curve at half-maximal effect; % is scaled to controls: 0 for no effect and ±100 for the full control effect; nearly all actives have a fitted effect of over 20% in size
# Target sequence (P02791 2-175 limits assumed): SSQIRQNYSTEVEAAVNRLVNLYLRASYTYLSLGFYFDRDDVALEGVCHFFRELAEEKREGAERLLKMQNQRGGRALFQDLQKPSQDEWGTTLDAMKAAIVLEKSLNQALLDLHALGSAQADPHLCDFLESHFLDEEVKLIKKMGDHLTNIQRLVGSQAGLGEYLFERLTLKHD
#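 Apoferritin-based anesthetic binding model; compound displacement of fluorescent 1-AMA measured as endpoint fluorescence after 10 minutes at room temperature, scaled to free-ligand and complex controls.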
# Pol kappa inh – inhibitors of human DNA polymerase kappa. Q9UBT6. AID 588579. purified Pol kappa, fluorescent DNA synthesis assay, 10 min. actives 0.53% (n = 400,000). Potency, µM (top dose mostly 107 µM), without a hit: at the highest dose activity, negative = inhibition, most hits filed as inhibitors; also: potency is read from the fitted curve at half-maximal effect; % is scaled to controls: 0 for no effect and ±100 for the full control effect
#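 Activity was followed as the change in fluorescence between reads at 0 and 10 min after starting the reaction with 50 nM substrate. Beforehand, 10 nM polymerase had been preincubated with compound for 15 min at room temperature.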
# Pol beta inh – blocks human DNA polymerase beta activity | P06746 | Pol beta primer extension/strand displacement, fluorescence kinetic | Potency, µM (top dose mostly 114 µM), for the others: at the highest dose activity change, negative = inhibition, hits mostly inhibitors | actives 1.3% (n = 340,000) | AID 485314; also: potency is read from the fitted curve at half-maximal effect; % is scaled to controls: 0 for no effect and ±100 for the full control effect
#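 Values derive from four-parameter Hill fits of normalized kinetic data: reads at 0 and 10 min following addition of 50 nM substrate to 10 nM Pol beta preincubated 15 min with compound.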
# ERG Ets-DNA blk – inhibitors of human ERG Ets domain-DNA interaction; P11308; fluorescence polarization, His-ERG Ets domain / labelled DNA; Potency, µM (highest dose often 76.9 µM), without a hit: at the highest dose FP activity, negative = inhibition, hits mostly inhibitors; actives 0.028% (n = 370,000); active = well fitted inhibition curve with a large enough effect in the polarisation, with a control signal flat; inconclusive = small, poorly fitted or top-dose-only effect, or effect the other way, or a change in a side signal; inactive = no such curve, though single readings can be large or run the other way; the % refers to the polarisation;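 also: polarization taken with two DNA probes labelled with fluorescein and Texas red; potency is read from the fitted curve at half-maximal effect; % of control where 0% means no effect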
#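 His-tagged ERG Ets domain (1 uM in the protein solution; 300mM KCl, 50mM Tris-HCl, 1mM EDTA, 1mM DTT, pH 7.5) received compound, then a probe mix of 5 nM fluorescein-DNA and 100nM Texas-615-DNA. Fluorescence polarization was read for both dyes.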
# POLH inh – DNA polymerase eta (human) inhibition | Q9Y253 | Potency, µM (doses to about 114 µM), for inactives: at the top dose activity change, negative = inhibition, most hits filed as inhibitors | AID 588591 | recombinant Pol eta, fluorescent DNA replication assay | actives 1.2% (n = 390,000); also: potency is read from the fitted curve at half-maximal effect; % is scaled to controls: 0 for no effect and ±100 for the full control effect
#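 Fluorescent replication assay: 50 nM final substrate added after a 15 min room-temperature compound preincubation with 10 nM enzyme. Signal taken at 0 min and again at 10 min.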
# * = called active by the depositor; ? = inconclusive; . = not tested or not shown; & = joins results of further samples; [ ] = dose if it differs, or a comment. Unless noted, calls follow the shape of the dose curve; as a rule, active = well fitted curve in the direction sought with a large enough effect; inconclusive = small, poorly fitted or top-dose-only effect, or another doubt; inactive = no such curve, though single readings can be large; an effect the other way counts as inactive or inconclusive. A portion of the library; rates above refer to the full screens.
entry	structure	ERG Ets-DNA blk	RGS4 inh	Pol beta inh	12-LOX inh	LDHA inh	Pol kappa inh	Apoferritin bind	APEX1 inh	POLH inh
1	CCOc1cc(S(=O)(=O)n2c(C)nc3ccccc32)ccc1F	-3%	11%	1%	?	-2	-2%	2%	-4%	-9%
2	CN(Cc1c(C(=O)N/N=C/c2ccc(F)cc2)nnn1-c1nonc1N)C1CCCCC1	-6%	-3%	32%	4%	-1	-8%	-1%	5%	-10%
3	Cc1ccc(S(=O)(=O)c2cnc(SCC(=O)Nc3ccc4c(c3)OCCO4)[nH]c2=O)cc1Cl	4%	-15%	0%	?	-11	-3%[60.1 µM]	-13%	.	?
4	COc1ccc(Br)cc1S(=O)(=O)Nc1cccc(C)n1	-2%	-13%	-4%	9%	-11	-2%	-7%	-2%	-20%
5	Cc1ccc(CC(=O)Nc2ccc(S(=O)(=O)Nc3ncccn3)cc2)cc1	11%	9%	0%	-9%	-2	-5%	-10%	16%	-18%
6	Cc1cc(C)cc(Nc2c(F)c(F)c(F)c(F)c2C(=O)O)c1	-7%	16%	6%	?	-3	-5%	-10%	-1%	-3%
7	Cc1cccc(Nc2nnc(-n3nc(C)cc3C)c3ccccc23)c1	6%	-12%	-1%	-2%	-2	13%	?	.	-22%
8	O=C(N/N=C/c1ccc2c(c1)OCO2)c1ccc(Cl)cc1Cl	-11%	7%	7%	-23%	-8	-18%	-3%	15%	-7%
9	CCc1c(C)nc2c(C)cccc2c1SCCC#N	-4%	-13%	0%	-12%	-3	3%	-20%	3%	-9%
10	COc1ccc2c(c1)c(=O)oc1c(C)c(OCC(=O)N3CCc4ccccc4C3)ccc12	0%	-4%	9%	18%	-2	1%	-7%	-3%	?
11	C/C(CC(=O)Nc1ccc2c(c1)OCCO2)=N\NC(=O)COc1ccc(C)cc1Br	7%	-9%	7%	0%	-3	-4%	-22%	-17%	-8%
12	COC(=O)c1[nH]c(C)c(/C(O)=C2\C(=O)C(=O)N(CCN3CCOCC3)C2c2ccccc2OC)c1C (centres undefined)	1%	32%	?	-9%	1	-1%	-13%	24%	-1%
13	O=C(Oc1cccc(-n2cnnn2)c1)C1CCCCC1	5%	5%	1%	0%	0	-8%	-27%	5%	9%
14	CC(C)(C)OC(=O)C[C@@H]1C/C=C\C[C@H](CC(=O)NCCO)C(=O)N[C@H](Cc2ccccc2)COC1=O	2%	-1%	.	-24%	-1	2%	.	-21%	-13%
15	CC1CCN(C(=O)CSc2nncn2-c2ccccn2)CC1	7%	?	16%	?	0	4%	-18%	2%	-7%
16	COCCn1c(SCC(=O)NCC2CCCO2)nc2c([nH]c3ccccc32)c1=O (centres undefined)	5%	-13%	-2%	?	-1	-10%	3%	22%	-18%
17	O=C(CSc1nc2ccccc2o1)Nc1nc2ccccc2s1	-3%	-10%	13%	20%	-7	-7%	-6%	-4%	-6%
18	COc1cc(Cl)c(CC(=O)c2c[nH]c3ccccc23)cc1OC	5%	18%	67%	-3%	-9	-17%	3%	-1%	-2%
19	O=C(NCc1nnc(SCC(=O)N2CCCc3ccccc32)n1-c1ccccc1)c1cccc2ccccc12	4%	2%	-6%	-3%	-4	1%	7%	5%	-13%
20	CCc1nn(CCCC(=O)N2CCN(c3cc(Cl)ccc3C)CC2)c(=O)c2cc3occc3n12	4%	-20%	20%	-26%	-3	-12%	55%[activator]	.	-14%
21	CCN(c1ccccc1C(=O)O)S(=O)(=O)c1ccc2[nH]c(=O)[nH]c2c1	-3%	11%	-4%	-5%	-1	-5%	4%	16%	?
22	COc1ccc(NC(=O)CSc2nc(C)cs2)cc1OC	-1%	-17%	-19%	-4%	-6	-16%	-6%	7%	-12%
23	C#CCOCCOCCOCCNc1nc(N2CCN(C(=O)[C@H](CCC(=O)O)n3cc([C@@H](N)CC(N)=O)nn3)CC2)nc(N2CCN(C(=O)[C@H](CCC(=O)O)n3cc([C@@H](N)CC(N)=O)nn3)CC2)n1	14%	1%	.	-15%	2	-2%	.	27%	-8%
24	CCCn1c(N)c(C(=O)CSc2nc(C3CC3)n(-c3ccccc3)n2)c(=O)[nH]c1=O	-1%	-8%	.	227%[activator]	-5	0%	.	2%	-3%
25	CS(=O)(=O)N1N=C(c2ccco2)CC1c1ccccc1Cl (centres undefined)	11%	11%	-11%	3%	-5	-2%	-4%	-3%	-7%
26	CN(C)c1ccc(CNC(=O)Cn2c(=O)oc3cc(S(=O)(=O)N4CCCCCC4)ccc32)cc1	1%	17%	15%	?	-8	-12%[60.1 µM]	-8%	.	0%
27	Cc1ccc(S(=O)(=O)N(C)Cc2cc3ccccc3[nH]c2=O)cc1	0%	-13%	0%	-2%&-8%	5&-3	-1%	-10%	0%	-6%
28	OC(CN1CCN(c2ccccc2Cl)CC1)c1ccccc1 (centres undefined)	10%	8%	18%	-15%	-4	-3%	-9%	-5%	-6%
29	COc1ccc(CCNS(=O)(=O)CCNC(=O)c2ccc(OC)cc2)cc1	-1%	-8%	.	-5%	-4	-13%	.	-19%	-13%
30	Cc1ccc(C2C(C(=O)c3sc(-c4ccccc4)nc3C)=C(O)C(=O)N2CCN(C)C)o1 (centres undefined)	5%	-42%	.	0%	5	-8%	.	.	-13%
31	Cc1cccc(NC(=O)c2c(F)c(F)c(F)c(F)c2F)c1	2%	11%	14%	-29%	5	-14%	-15%	18%	0%
32	Cc1cccc(C(c2sc3nc(-c4ccco4)nn3c2O)N2CCN(Cc3ccccc3)CC2)c1 (centres undefined)	-6%	-1%	4%	-18%	12	1%[60.1 µM]	-3%	.	-15%
33	O=C(CSc1nc2ccccc2s1)NCCOc1ccccc1	1%	-13%	-9%	-26%	0	-5%	3%	2%	-22%
34	Cn1cccc1C1CCCN1CC(=O)Nc1c(Cl)cc(Cl)cc1Cl (centres undefined)	21%	-22%	.	?	-5	-7%	.	1%	-14%
35	CCOC(=O)C1(Cc2ccccc2C)CCCN(C(=O)CSC)C1 (centres undefined)	-6%	-9%	.	1%	0	9%	.	.	-8%
36	CC(C)(C)c1ccc(OCCn2nc(C(=O)O)c3ccccc3c2=O)cc1	-4%	-1%	-2%	17%	4	-8%	?	-10%	-15%
37	COC(=O)C1=C(CS(=O)(=O)c2cc(OC)ccc2OC)NC(=O)NC1c1ccc(O)c(OC)c1 (centres undefined)	4%	16%	-2%	-26%	-4	-18%	-8%	5%	-1%
38	Cc1ccc(CN2CCSc3ccc(C(=O)NCc4ccco4)cc32)cc1	-6%	-27%	10%	-16%	1	-13%	225%[activator]	-3%	-12%
39	O=C(CSc1n[nH]c(-c2ccccc2Br)n1)NCCN1C(=O)CSC1=O	-8%	-6%	-27%[57.1 µM]	-15%	1	-9%	-8%	-1%	-7%
40	COc1cc(SC)ccc1C(=O)N1CCN(c2ccccc2OC)CC1	10%	1%	5%	-11%	-3	-5%	-14%	-4%	1%
41	Fc1ccc(-n2ncc3c(SCc4cccnc4)ncnc32)cc1	-3%	6%	3%	8%	-10	1%	-4%	0%	-12%
42	Cc1ccc(C)c(NC(=O)CSc2ncc3c(n2)-c2ccccc2N(Cc2ccccc2C)S3(=O)=O)c1	1%	-10%	3%	-23%	-2	-8%	-4%	.	-17%
43	Cc1cccc(-c2noc(CNC(=O)c3ccco3)n2)c1	11%&1%	-7%&3%	11%&20%	-5%&-24%	-2&-10	9%&7%	0%&-10%	0%	-17%&-4%
44	COc1ccc(NC(=S)Nc2cccc(C(C)=O)c2)cc1OC	-1%	?	14%	?	2	-2%	-18%	10%	-5%
45	CC(C)(C)C(=O)NC(=S)Nc1ccccc1C(=O)NC1CCCCC1	-14%	-35%	13%	?	-2	-4%	-14%	4%	-11%
46	CC(C)CNC(=S)N1CCC(NC(=O)c2ccco2)CC1	0%	-3%	12%	0%	-7	10%	-2%	14%	-18%
47	CCOc1cc(C#N)c(NC(=O)c2ccco2)cc1OCC	-1%	1%	2%	-1%	-6	-12%	-11%	-6%	-2%
48	O=C(NCc1ccc(Cl)cc1)c1ccc(Cn2cc(C(F)(F)F)ccc2=O)cc1	5%	34%	5%	-15%	-1	-12%	?	-6%	-7%
49	CC1CN(C2CCCCC2)C(=O)NC1=O (centres undefined)	8%	-1%	.	-15%	-8	5%	.	.	-11%
50	CC(C)c1ccccc1NC(=S)NC(C)c1ccccc1 (centres undefined)	1%	24%	-2%	?	-3	-13%	-20%	4%	-12%
51	CC1CCCCN1CCCNC(=O)c1nn(C)c2c1CS(=O)(=O)c1ccccc1-2 (centres undefined)	5%	-9%[56.9 µM]	20%	2%	-2	6%	5%	-7%	-6%
52	COc1ccc(C(=O)N/C(=C/c2ccco2)C(=O)NC2CCS(=O)(=O)C2)cc1 (centres undefined)	-4%	-33%	1%	-18%	-5	-3%	-4%	3%	-6%
53	O=C(Nc1nc(-c2ccccn2)cs1)c1cccc(S(=O)(=O)N2CCOCC2)c1	2%	-51%	.	-1%	6	-22%	.	22%	-8%
54	C=CCN1C(=O)C(C)(C)N(C(=O)c2cccc([N+](=O)[O-])c2)c2ccccc21	0%	29%	?	0%	1	-1%	-18%	-7%	-11%
